# PLAP act: activators of human placental alkaline phosphatase; 96,000 compounds, 1.2% hits; purified PLAP enzyme, luminescent substrate read-out; hits give high values; activation fold at 20 µM; in the data active = activation fold above about 2
# Mac1 fbg inh: blocks human CD11b/CD18 adhesion to fibrinogen; 93,000 compounds, 0.54% hits; K562 CD11b/CD18 adhesion to fibrinogen, ATPlite luminescence; Mn2+ added to activate the integrin; P05107+P11215; inhibition, % at 10 µM;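 active = primary inhibition of 50% or more at 10 µM, then 40% or more on retest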; also: some results filed as inactive read as strong as hits
# Ecoli WT expand: E. coli BW25113 growth inhibition, expanded screen | AID 710 | growth inhibition, % at 100 µM | OD600 absorbance | 98,000 compounds, 0.15% hits;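 active = growth inhibition above about 50% at one test dose, limit read from the data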;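 also: growth measured after 20 h incubation at 37 °C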
# MT1-MMP txn act: MT1-MMP promoter transcription activation; HT1080 MT1-MMP promoter luciferase reporter, luminescence, overnight; hits give high values; activation factor at 10 µM; 86,000 compounds, 0.16% hits;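 active = activation factor of at least 2 for MT1-MMP transcription at 10 µM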
# ERa coact inh: blocks coactivator binding to human estrogen receptor alpha; 86,000 compounds, 1.7% hits; TR-FRET ER-alpha LBD / SRC-1 peptide, estradiol-bound; P03372; inhibition, % at 25.6 µM; in the data active = inhibition above about 50%;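 also: 0% = receptor plus peptide control and 100% = peptide only without receptor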
# Target sequence (P03372 whole entry, looked up, the tested form may be a part): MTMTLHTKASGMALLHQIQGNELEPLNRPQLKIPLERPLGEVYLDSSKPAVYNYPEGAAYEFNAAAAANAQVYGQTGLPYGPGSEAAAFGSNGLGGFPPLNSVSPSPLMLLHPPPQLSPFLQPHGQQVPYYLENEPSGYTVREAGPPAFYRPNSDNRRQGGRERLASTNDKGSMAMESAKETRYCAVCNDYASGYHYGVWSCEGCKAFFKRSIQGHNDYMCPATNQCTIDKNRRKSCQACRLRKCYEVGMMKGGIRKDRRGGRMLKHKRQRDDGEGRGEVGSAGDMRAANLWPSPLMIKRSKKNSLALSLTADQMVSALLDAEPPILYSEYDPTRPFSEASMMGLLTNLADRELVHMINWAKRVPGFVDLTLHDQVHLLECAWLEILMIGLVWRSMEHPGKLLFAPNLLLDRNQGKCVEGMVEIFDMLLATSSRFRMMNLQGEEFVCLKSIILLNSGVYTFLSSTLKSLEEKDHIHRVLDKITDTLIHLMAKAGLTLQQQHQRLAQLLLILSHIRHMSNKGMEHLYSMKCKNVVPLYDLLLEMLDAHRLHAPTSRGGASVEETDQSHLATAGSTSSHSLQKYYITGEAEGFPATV
# ERa SRC1 pot: ER-alpha (human) coactivator binding potentiation; TR-FRET ERalpha-LBD/SRC-Cy5 coactivator binding, 2 h; 100 = basal binding, no effect; coactivator binding (% of control), % at 25.6 µM; 86,000 compounds, 1.3% hits; AID 639; in the data active = activity above about 200%;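 also: binding measured in presence of low estradiol as agonist stimulus; 0% = peptide alone without receptor and 100% = receptor with peptide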
# Mac1 fbg enh: enhancers of human CD11b/CD18 binding to fibrinogen | P05107+P11215 | K562 CD11b/CD18 adhesion to fibrinogen, ATPlite luminescence | activation, % at 10 µM | 93,000 compounds, 0.07% hits | AID 1499;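 active = 10 µM primary screen giving 50% or more activity, confirmed by 40% or more on retest at that dose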; also: strong numbers were not always called active; reference of the scale not given here
# FAK blocker: inhibitors of human focal adhesion kinase; 97,000 compounds, 0.84% hits; inhibition, %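 (tested at 7 µM)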; AID 727; biochemical FAK kinase activity assay; in the data active = inhibition above about 19%;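 also: 0% = DMSO and 100% = reference compound high control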
# ERb SRC1 inh: ER-beta (human) coactivator binding inhibition | inhibition, % at 25.6 µM | TR-FRET ER-beta LBD / SRC1-Cy5 peptide binding; receptor agonist-loaded with 1 µM estradiol | Q92731 | 86,000 compounds, 1.3% hits;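 active = compounds whose percent inhibition of the receptor-coactivator binding signal exceeds about 50% in the single-dose screen, limit read from the data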;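 also: 0% = receptor plus peptide wells without compound and 100% = peptide-only wells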
# Target sequence (Q92731 whole entry, looked up, the tested form may be a part): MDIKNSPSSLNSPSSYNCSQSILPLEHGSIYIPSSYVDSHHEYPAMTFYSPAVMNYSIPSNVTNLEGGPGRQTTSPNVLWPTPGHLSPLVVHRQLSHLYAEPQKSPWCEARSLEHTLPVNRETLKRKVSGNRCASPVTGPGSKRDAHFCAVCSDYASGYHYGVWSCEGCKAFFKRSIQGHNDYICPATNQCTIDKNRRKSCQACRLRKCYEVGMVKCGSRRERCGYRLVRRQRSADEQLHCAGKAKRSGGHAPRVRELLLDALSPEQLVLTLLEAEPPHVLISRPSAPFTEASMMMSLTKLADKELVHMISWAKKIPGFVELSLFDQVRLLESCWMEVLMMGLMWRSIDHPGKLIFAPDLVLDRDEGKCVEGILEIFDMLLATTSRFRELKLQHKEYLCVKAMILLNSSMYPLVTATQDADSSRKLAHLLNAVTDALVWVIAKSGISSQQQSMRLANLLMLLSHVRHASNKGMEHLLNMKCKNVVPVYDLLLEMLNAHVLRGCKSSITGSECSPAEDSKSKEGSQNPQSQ
# Numbers without * were called inactive; / = no result given; [ ] = dose if it differs, or a comment.
SMILES,PLAP act,Mac1 fbg inh,Ecoli WT expand,MT1-MMP txn act,ERa coact inh,ERa SRC1 pot,Mac1 fbg enh,FAK blocker,ERb SRC1 inh
CCOC(=O)Cn1nnnc1CN(Cc1cccs1)Cc1cc2cc(C)ccc2[nH]c1=O,1,6,-3,1.2,-6,92,2,-1,-16
CC(C)COC(=O)NCCCOC(=O)Nc1ccccc1,0.9,-2,1,1.3,5[fluorescence artefact?],123,-3,2,1[fluorescence artefact?]
COc1ccc(CCNC(=O)CSc2nc(O)c(C(C)C)c(=O)[nH]2)cc1OC,/,/,/,1.3,1,87,/,1,13
CCc1ccccc1OCCCOc1ccc(OC)cc1,1.2,6,-1,/,/,/,-1,-3,/
COc1ccc(-n2cnnc2SCc2csc(-c3ccccc3)n2)cc1,0.9,2,11,1,-7,138,0,/,-1
CN1CCC(OC(=O)c2ccc(Br)cc2)CC1,/,/,/,1.1,-1,92,/,-1,-3
CCC(=O)Nc1cc2nn(-c3ccccc3)nc2cc1Cl,1,-12,1,0.4,/,/,0,-2,/
CCOC(=O)C1=C(CC)Nc2ccccc2N=C1NC(=O)c1cccc(S(=O)(=O)N2CCCC2)c1,1.6,2,-9,1.1,-6,132,2,2,2
Cc1ccc(-n2nnnc2SCC(=O)N2CCCCC2)cc1,0.9,-23,3,1.3,2,100,-2,-2,1
O=C(NCc1ccccc1)[C@@H]1CSC2c3ccccc3C(=O)N21 (stereo partly specified),1.8,-31,4,1.1,6,94,2,-3,-2

# Quoted at random: four entries already listed
SMILES,PLAP act,Mac1 fbg inh,Ecoli WT expand,MT1-MMP txn act,ERa coact inh,ERa SRC1 pot,Mac1 fbg enh,FAK blocker,ERb SRC1 inh
COc1ccc(CCNC(=O)CSc2nc(O)c(C(C)C)c(=O)[nH]2)cc1OC,/,/,/,1.3,1,87,/,1,13
CC(C)COC(=O)NCCCOC(=O)Nc1ccccc1,0.9,-2,1,1.3,5[fluorescence artefact?],123,-3,2,1[fluorescence artefact?]
CCC(=O)Nc1cc2nn(-c3ccccc3)nc2cc1Cl,1,-12,1,0.4,/,/,0,-2,/
Cc1ccc(-n2nnnc2SCC(=O)N2CCCCC2)cc1,0.9,-23,3,1.3,2,100,-2,-2,1

# Additional entries:
SMILES,PLAP act,Mac1 fbg inh,Ecoli WT expand,MT1-MMP txn act,ERa coact inh,ERa SRC1 pot,Mac1 fbg enh,FAK blocker,ERb SRC1 inh
CCOC(=O)c1ccc(COC(=O)CCc2nc(-c3ccccc3)c(-c3ccccc3)o2)cc1,1.6,67,-9,/,-3,108,6,2,2
Cn1c(=O)c2c(nc(CN3CCN(c4ccccc4)CC3)n2Cc2c(F)cccc2Cl)n(C)c1=O,1.4,3,0,0.9,-11,122[fluorescence artefact?],0,1,-6
COCCCn1c(CCC(=O)O)ccc1-c1cccs1,1.2,6,1,1.1,-5,107,-2,-1,-5[fluorescence artefact?]
COc1ccc(S(=O)(=O)N(C)CC(=O)N2CCC(C)CC2)cc1Cl,1,3,3,1.5,-2,101,-3,-2,-10
COc1ccc(CSCCN)cc1Cl,0.8,6,4,1.1,/,/,-2,0,/
COc1ccc(OC)c(C(=O)CSc2nnc(-c3cccs3)o2)c1,0.9,-1,-8,1.1,-11,125,-3,-5,-7
CC(C)Oc1ccc(/C(O)=C2/C(=O)C(=O)N(Cc3cccnc3)C2c2ccco2)cc1 (stereo unspecified),0.8,/,0,1.2,-6,104,/,-6,-8
O=C(c1ccccc1)C(CCC(CN1CCOCC1)C(=O)c1ccccc1)CN1CCOCC1 (stereo unspecified),1.3,-12,8,0.7,1,82,0,-1,22[fluorescence artefact?]
CC(=O)Nc1ccc(S(=O)(=O)N2CCN(Cc3cccnc3)CC2)cc1,0.8,8,-3,1,15,93,0,0,2
CCOc1ccccc1NC(=O)CCC(=O)Nc1ccc2nc(N3CCN(C)CC3)cc(C)c2c1,1.4,/,1,1.3,10,105[fluorescence artefact?],/,-2,7[fluorescence artefact?]
CCOc1ccc2[nH]c(=O)c(CN(CCO)C(=O)c3ccccc3F)cc2c1,1.1,8,-2,1.1,3[fluorescence artefact?],101,-2,-2,-3[fluorescence artefact?]
O=C(C1CCCCC1)N(Cc1nc2sc3c(c2c(=O)[nH]1)CCCC3)Cc1cccs1,1.3,2,-8,1.2,13[fluorescence artefact?],128,-2,-1,10[fluorescence artefact?]
CCCN1Cc2cccc(C(=O)Nc3cc(OC)cc(OC)c3)c2C1=O,1,/,-11,1.1,/,/,/,-2,/
C=CCn1c(Cc2cccs2)nnc1SCC(=O)Nc1ccc(OC)cc1,0.7,-6,13,1.1,-44,113,0,-7,-18
COc1ccc(OC)c(S(=O)(=O)N2CCC(C(=O)NCc3ccccc3)CC2)c1,1.3,0,-3,1.2,1,100,-1,9,0
CCn1c(SCC(=O)Nc2ccc(N(C)C)cc2)nnc1-c1cccc(C)c1,1.6,-6,-4,1.2,/,/,-2,-2,/
COc1c(C)cc(Br)cc1C(=O)Nc1ccc(N2CCN(S(C)(=O)=O)CC2)cc1,0.9,-33,-4,1.1,4,132,21,0,0
Cc1cccc(C)c1NC(=O)CN1C(=O)S/C(=C\c2cccn2-c2cccc(C(=O)O)c2)C1=O,1.6,-3,3,/,/,/,-1,2,/
CC(C)C[C@H](NC(=O)Nc1cccc(Cl)c1)C(=O)O,0.9,19,-1,1.1,2,93,1,-6,9[fluorescence artefact?]
CCc1cccc(NC(=O)Cc2cn(C)c3ccccc23)c1,0.9,-5,-8,1,-8,72,-4,-2,-2
COc1ccc(OC)c(N(CC(=O)N2CCN(c3cc(Cl)ccc3C)CC2)S(C)(=O)=O)c1,1.7,-17,-12,1.1,-49,98,4,1,-6
CC(C)c1nnc(NC(=O)CCN2C(=O)c3ccccc3C2=O)s1,0.8,-3,-2,1.2,-12,122,0,0,-6
O=C1c2ccccc2CN1CCNS(=O)(=O)c1ccc2ccccc2c1,1,2,5,1.2,-12,99,8,-2,-4
O=C(c1ccc(Oc2ccccc2)cc1)c1nc2c(n1O)CCCC2,1.5,-43,9,0.9,-4,97,-6,-2,-12
CCOC(=O)c1c(C)[nH]c(C(=O)CSc2nnnn2-c2ccccc2)c1C,0.8,-3,1,1.3,58*[fluorescence artefact?],205*[fluorescence artefact?],-1,/,58*[fluorescence artefact?]
Cc1nc(CNS(=O)(=O)c2ccc3c(c2)CCCC3)cs1,1,-4,-2,1.2,-2,99,8,/,-5
C=CCn1c(SCC(=O)Nc2ccc(C)cc2C)nnc1-c1cccnc1,1.2,-27,-6,/,2[fluorescence artefact?],119,-2,0,-2[fluorescence artefact?]
Cc1ccc(-c2nnc(SCC(=O)Nc3sc(C)c(C)c3C#N)n2C)cc1,/,/,/,1.2,3[fluorescence artefact?],248*[fluorescence artefact?],/,12,11[fluorescence artefact?]
COc1ccc(CN2CC(C(=O)NCc3cccc(OC)c3)CC2=O)cc1 (stereo unspecified),1,15,-1,1.1,9,127[fluorescence artefact?],2,-1,-2[fluorescence artefact?]
CN(CCNS(=O)(=O)c1ccc2c(c1)oc(=O)n2C)Cc1ccccc1,1.2,2,4,1.1,-4,119,-1,/,-9[fluorescence artefact?]
Cc1cc2cc(CNC(=O)NC3CCCCC3)ccc2[nH]1,1.2,-10,12,1.2,1,96,22,2,7[fluorescence artefact?]
Cc1c(C(=O)OC2CCCC2C)[nH]c2c1C(=O)CCC2 (stereo unspecified),1.2,23,-1,1.3,19,61[fluorescence artefact?],1,/,27[fluorescence artefact?]
O=C(Nc1ncc(Cc2ccccc2)s1)C1CCCO1 (stereo unspecified),0.8,-1,6,0.5,-6,105,1,4,-6
Fc1ccccc1CNc1cc(Cl)cc(Cl)c1,1,14,8,/,/,/,7,17,/
O=C1CN(C(=O)COC(=O)CCC(=O)c2ccc3c(c2)OCCO3)c2ccccc2N1,1,9,6,1.2,6,112,-2,-1,6
CCOC(=O)c1[nH]c(C)c(/C(O)=C2\C(=O)C(=O)N(CCN(C)C)C2c2ccncc2)c1C (stereo unspecified),1.2,-9,-3,1.1,-22,97,3,3,4
O=c1c2c3c(sc2nc2n1CCCCC2)CCCCC3,1.1,3,-1,1.5,/,/,1,7,/
Cn1cc(-c2nnnn2-c2ccccc2)c(=O)c2ccccc21,1.2,-3,0,/,/,/,2,-1,/
COc1cc(C(=O)OCC(=O)NC2CCCC2)cc(NC(=O)c2ccco2)c1OC,1.8,-8,-2,1,34,72,-2,-1,35[fluorescence artefact?]
CCCn1c(=O)c(-c2ccccc2)c(O)c2ccccc21,1.2,-7,2,1,6,110,0,6,3[fluorescence artefact?]

# Entries shown so far that have bromine:
SMILES,PLAP act,Mac1 fbg inh,Ecoli WT expand,MT1-MMP txn act,ERa coact inh,ERa SRC1 pot,Mac1 fbg enh,FAK blocker,ERb SRC1 inh
CN1CCC(OC(=O)c2ccc(Br)cc2)CC1,/,/,/,1.1,-1,92,/,-1,-3
COc1c(C)cc(Br)cc1C(=O)Nc1ccc(N2CCN(S(C)(=O)=O)CC2)cc1,0.9,-33,-4,1.1,4,132,21,0,0

# (listing goes on)
SMILES,PLAP act,Mac1 fbg inh,Ecoli WT expand,MT1-MMP txn act,ERa coact inh,ERa SRC1 pot,Mac1 fbg enh,FAK blocker,ERb SRC1 inh
Cc1ccc(C2/C(=C(/O)c3ccccc3)C(=O)C(=O)N2CCN2CCOCC2)o1 (stereo unspecified),1.3,/,-4,0.8,-6,104,/,0,2
CCOc1ccc(OCC)c(NC(=O)C(NS(=O)(=O)c2ccc3c(c2)oc(=O)n3C)C(C)C)c1 (stereo unspecified),0.9,-9,-2,1.2,-4,100,12,1,-7
CCN(CC)S(=O)(=O)c1ccc(NC(=O)C(C)N(c2ccccc2)S(C)(=O)=O)cc1 (stereo unspecified),/,/,/,1.3,-7,94,/,2,-13
O=C(Cn1c(=O)sc2ccccc21)Nc1ccc2c(c1)OCCO2,0.9,-2,1,1.2,2,122,4,-2,4
N#CC1=C(N)Oc2cc(O)ccc2C1c1cccs1 (stereo unspecified),0.7,-5,-3,0.9,6,110,0,2,3[fluorescence artefact?]
CC1CCN(S(=O)(=O)c2ccc(NC(=O)CCN3C(=O)c4ccccc4C3=O)cc2)CC1,1.2,-2,0,1.1,4,112,0,-1,-7
Nc1nc2n(c1C(=O)c1ccccc1)CCC2,1,-11,1,/,-8,106,2,0,-3
CCOC(=O)/C(C#N)=C1/C=Cc2ccccc2N1CC,1,55,-1,1,2[fluorescence artefact?],121,-1,/,-6[fluorescence artefact?]
CCn1cc(C(=O)NCCOC)c(=O)c2ccc(C)nc21,1.7,1,9,1.2,10,107,2,5,6
Cc1ccc(-c2nn(C)c(=O)c3ccccc23)cc1CNC(=O)Cn1nc(-c2ccccc2)c2ccccc2c1=O,1.1,-13,-5,1.3,68*[fluorescence artefact?],89[fluorescence artefact?],133*,11,48[fluorescence artefact?]
CCOC(=O)CCCCNCc1ccccc1,/,/,2,1.2,-5[fluorescence artefact?],106[fluorescence artefact?],/,/,2[fluorescence artefact?]
CCC(=O)NC(=S)Nc1cccc(C(C)=O)c1,1,1,-3,/,/,/,2,-6,/
Cc1cc(C)n2cc(CSc3nnc(N)s3)nc2n1,0.9,3,6,1.1,-3,114,-5,2,7
CCOc1cc(N2CCOCC2)c(OCC)cc1NC(=O)COC(=O)c1cc(C)oc1C,1.1,-10,-17,1.1,15,115,-6,3,17[fluorescence artefact?]
O=C(NNC(=S)Nc1cccc2ccccc12)c1cccc(Br)c1,1.6,89*,11,1,-7,102,-6,0,-7
CCn1c(CSc2nnc3ccccn23)nc2cc(C(=O)O)ccc21,0.9,-1,0,1.2,2,130,-2,7,0
Cc1ccc(NC(=O)C(C)N2C(=O)C3C4CC(C(Br)C4Br)C3C2=O)cc1 (stereo unspecified),1,-4,9,/,/,/,6,-2,/
C/C(=N\NC(=O)C1CCCN(S(=O)(=O)c2ccccc2)C1)c1cccnc1 (stereo unspecified),0.9,-10,5,/,/,/,-3,-8,/
CCc1nc(SCC(=O)NNC(=O)C(C)C)c2ccccc2n1,2*,-10,4,/,/,/,4,42*,/

# Screening data: PubChem, several laboratories

# Outcome played no part in choosing rows, and some 5.1% of all compounds hit somewhere here.
